HDAC3 inhib: human HDAC3 inhibition. O15379. recombinant HDAC3, fluorogenic peptide/trypsin coupled, fluorescence. inhibition, % at 8.3 µM. actives 0.15% (n = 320,000). AID 2718; in the data active = inhibition above about 26%, passing the limit was not always enough; inconclusive = no clear call, values can overlap the other calls
Target sequence (O15379 whole entry, looked up): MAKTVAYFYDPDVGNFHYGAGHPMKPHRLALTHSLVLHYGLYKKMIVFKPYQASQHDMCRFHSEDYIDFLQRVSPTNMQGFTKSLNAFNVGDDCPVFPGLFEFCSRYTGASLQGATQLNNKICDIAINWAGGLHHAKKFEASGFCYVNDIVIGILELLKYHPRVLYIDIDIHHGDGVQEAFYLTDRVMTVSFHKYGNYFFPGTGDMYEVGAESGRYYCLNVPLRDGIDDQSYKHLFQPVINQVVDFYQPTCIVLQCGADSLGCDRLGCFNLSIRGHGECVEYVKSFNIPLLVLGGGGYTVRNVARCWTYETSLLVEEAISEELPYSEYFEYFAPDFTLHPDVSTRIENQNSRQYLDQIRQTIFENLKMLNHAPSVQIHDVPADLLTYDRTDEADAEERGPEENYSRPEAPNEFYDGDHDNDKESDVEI
TRPC6 inh: blocks the mouse TRPC6 cation channel; HEK293-TRPC6, membrane potential dye, ACh-evoked depolarization; active compounds read low; AID 2553; B-score at 10 µM; actives 1.1% (n = 310,000);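 active = B-score under library mean minus 3 SD, initial fluorescence not abnormally high, positive integrated signal ratio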;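 also: B-score derived from integrated fluorescence ratio over the kinetic read; more negative B-score means stronger inhibition of depolarization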
MrgX1 PAM: human MrgX1 positive allosteric modulation, primary screen; Q96LB2; MrgX1-HEK293, Fluo-4 calcium flux, FDSS; active compounds read high; B-score at 10 µM; actives 0.63% (n = 310,000); AID 588675;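 active = plate-corrected calcium response at least 3 library SD above typical, normal starting fluorescence, not activating the receptor alone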;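 also: compound read alongside a low EC10 to EC30 dose of BAM8-22 agonist; peak minus trough fluorescence over baseline measured at the second addition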
Target sequence (Q96LB2 whole entry, looked up): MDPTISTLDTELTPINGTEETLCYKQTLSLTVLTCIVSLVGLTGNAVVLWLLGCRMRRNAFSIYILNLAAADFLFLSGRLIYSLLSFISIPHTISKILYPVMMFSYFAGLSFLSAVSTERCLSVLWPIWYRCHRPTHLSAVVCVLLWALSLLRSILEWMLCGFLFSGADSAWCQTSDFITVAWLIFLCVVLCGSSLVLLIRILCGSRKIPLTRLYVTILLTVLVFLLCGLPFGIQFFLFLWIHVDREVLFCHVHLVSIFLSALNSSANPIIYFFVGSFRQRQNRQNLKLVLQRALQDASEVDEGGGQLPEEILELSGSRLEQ
ANO1 activ: mouse TMEM16A channel activation, primary screen | B-score at 10 µM | Q8BHY3 | actives 0.3% (n = 340,000) | AID 623877 | HEK293 TMEM16A/YFP-H148Q/I152L, iodide quench fluorescence; active compounds read low;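 active = fluorescence-ratio B-score plate-corrected deviation score at least 3 library SD below zero, with starting fluorescence score within 5 deviations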;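 also: channel opened by trigger with iodide after compound preincubation; score built on the fluorescence ratio of max minus min over baseline; more negative score means more quench and so TMEM16A activation or potentiation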
TRPC6 act: activates the mouse TRPC6 cation channel | AID 2550 | HEK293-TRPC6 membrane potential dye fluorescence; active compounds read high | actives 0.13% (n = 310,000) | B-score at 10 µM;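 active = B-score of the integrated fluorescence ratio above library mean plus 3 SD, and starting fluorescence ratio within library mean plus 5 SD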;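 also: higher score means more depolarization so channel activation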
ANO1 block: mouse TMEM16A channel inhibition, primary screen. HEK293 TMEM16A/YFP iodide influx fluorescence, ionomycin. normalized B-score (activity score, 25-100; higher = stronger inhibition) at 10 µM. actives 1.2% (n = 310,000). AID 588511;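 active = ratio plate-corrected score three or more library SD toward inhibition, starting fluorescence score within five deviations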;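 also: score derived from kinetic fluorescence span divided by baseline fluorescence per well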
RGS4 pot: RGS4 potentiation or activation | HEK293 M3R/inducible RGS4, carbachol calcium flux Fluo4; active compounds read low | B-score at 10 µM | actives 0.92% (n = 310,000);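 active = B-score of the integrated calcium signal more than 4 SD below the library mean, with starting fluorescence not abnormally high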;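 also: negative B-score means reduced calcium response which marks RGS4 activation or potentiation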
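Material: M3R-expressing HEK293 line, RGS4 induced by doxycycline | Schedule: Overnight RGS4 induction, 30 min dye load 37 °C, 20 min compound RT | Measured by: Fluo4 fluorescence kinetic imaging of calcium | Read-out: Integrated calcium ratio converted to B score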
RGS4 block: human RGS4 inhibition; actives 0.45% (n = 310,000); HEK293 M3R/RGS4 inducible, Fluo-4 calcium flux; active compounds read high; triggered by carbachol at its EC20; B-score at 10 µM; P49798;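 active = B-score, a plate-corrected calcium signal, over three deviations above library mean, with baseline fluorescence within five deviations of library mean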;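 also: RGS4 expression induced by doxycycline in cells with stable M3 receptor; B-score is computed from the integrated fluorescence ratio over baseline after carbachol; higher B-score means a larger calcium signal and so more RGS4 inhibition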
Target sequence (P49798 whole entry, looked up): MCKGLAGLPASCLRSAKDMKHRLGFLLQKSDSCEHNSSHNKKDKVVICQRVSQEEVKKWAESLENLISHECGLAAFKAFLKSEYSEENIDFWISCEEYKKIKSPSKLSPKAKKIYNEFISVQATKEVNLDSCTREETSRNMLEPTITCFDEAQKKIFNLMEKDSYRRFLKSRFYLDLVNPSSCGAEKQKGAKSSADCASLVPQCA
SKKanGAS inh: SKKanGAS growth inhibition; AID 1662; actives 1.3% (n = 300,000); inhibition, % at 7.5 µM; S. pyogenes SKKanGAS, kanamycin growth, BacTiter-Glo, 6 h;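 active = mean replicate score, as percent of positive control median, at least 50; inconclusive = mean below 50 but one replicate at or above 50; inactive = mean and every replicate below 50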;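 also: strain carries kanamycin resistance gene driven by streptokinase promoter and grows in 40 µg/ml kanamycin; loss of luminescence reflects streptokinase promoter inhibition or plain growth inhibition; 0% = median of DMSO wells and 100% = positive control at its reference dose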
MrgX1 antagonist: blocks BAM8-22 activation of human MrgX1 receptor; Q96LB2; MRGX1-HEK293 calcium flux, Fluo-4, BAM8-22 antagonism; active compounds read low; B-score at 10 µM; actives 1.3% (n = 310,000);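 active = calcium-response B-score plate-corrected more than 3 library SD below zero, starting fluorescence within 5 deviations, no agonist response on first addition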;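 also: peak minus trough fluorescence over baseline after final BAM8-22 challenge near maximal dose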
MrgX1 ag: agonists of human MrgX1 receptor; Q96LB2; MrgX1-HEK293 cells, Fluo-4 calcium fluorescence, agonist mode; active compounds read high; B-score at 10 µM; actives 0.44% (n = 310,000);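 active = calcium response B-score plate-corrected fluorescence ratio at least 3 library SD, with starting fluorescence B-score inside 5 SD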
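Assay system: MrgX1-expressing HEK293 cells / Amount: fifteen thousand cells per well / Doses: test compound in the initial addition of three / Timing: cells plated overnight, dye loaded 0.5 h 37 °C, 0.5 h room temperature / Technique: kinetic calcium dye fluorescence, Fluo-4 NW / Control set: positive and negative controls per plate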
* = called active by the depositor; i = inactive; ? = inconclusive; / = not tested or not shown.

SMILES	HDAC3 inhib	TRPC6 inh	MrgX1 PAM	ANO1 activ	TRPC6 act	ANO1 block	RGS4 pot	RGS4 block	SKKanGAS inh	MrgX1 antagonist	MrgX1 ag
CC(C)Sc1nc(N2CCCC2)c2c(c1C#N)CC(C)(C)OC2	-4	i	i	i	i	i	-7.2*	i	15	i	i
CCOc1ccc2nc(N3C(=O)CNC3=S)sc2c1	-3	i	i	i	i	i	i	i	38	i	i
CNC(=O)CSc1ncnc2c1cnn2-c1ccccc1	5	i	i	i	i	i	i	i	0	i	i
CCC(=O)Nc1c(OC(=O)CC)ccc2c(C)cc(=O)oc12	-7	i	i	i	i	i	i	i	-2	i	i
COc1cc(C(=O)N2CCCCCCC2)ccc1OC1CCN(C(C)=O)CC1	6	i	i	i	i	i	i	i	-1	i	i
Cc1ccc2c(C)nc(N/C(N)=N/S(=O)(=O)c3ccc([N+](=O)[O-])cc3)nc2c1	6	i	i	i	i	i	i	i	7	i	i
O=C(Nc1ccc(N2CCOCC2)nc1)c1ccc(Cl)cc1	3	i	i	i	i	i	i	i	-1	i	i
CC(Cc1cccs1)NC(=O)c1cccs1 (stereo not drawn)	-5	i	i	i	i	i	i	i	-5	i	i
COc1ccc(/C=N/NC(=O)c2ccc(COc3cccc4cccnc34)cc2)cc1OC	4	i	i	i	i	i	i	i	12	i	i
Cn1c(SCC(=O)NC2CCCC2)nc2c(c1=O)SCC2	2	i	i	i	i	i	i	i	2	i	i
COc1cc(-c2n[nH]c(=S)n2-c2ccc(C)cc2)cc(OC)c1OC	8	i	i	i	i	i	i	i	-11	i	i
CN(C)C(=O)CSc1nc2ccccc2c(=O)[nH]1	4	i	i	i	i	i	i	i	-3	i	i
CC1=C(C(=O)Nc2ccc(Cl)cc2C(=O)N2CCC(C(N)=O)CC2)SCCO1	-3	i	i	i	i	i	i	i	1	i	i
CN(Cc1cccs1)C(=O)CCCc1c[nH]c2ccccc12	0	i	i	-6.3*	i	i	i	i	3	i	27*
CCCCCCCCS(=O)c1sc2nc(C)cc(C)c2c1N (stereo not drawn)	1	i	i	i	i	i	i	i	-3	i	i

Quoted from the entries so far, 2 compounds:
SMILES	HDAC3 inhib	TRPC6 inh	MrgX1 PAM	ANO1 activ	TRPC6 act	ANO1 block	RGS4 pot	RGS4 block	SKKanGAS inh	MrgX1 antagonist	MrgX1 ag
CC(C)Sc1nc(N2CCCC2)c2c(c1C#N)CC(C)(C)OC2	-4	i	i	i	i	i	-7.2*	i	15	i	i
CCOc1ccc2nc(N3C(=O)CNC3=S)sc2c1	-3	i	i	i	i	i	i	i	38	i	i

Other structures
SMILES	HDAC3 inhib	TRPC6 inh	MrgX1 PAM	ANO1 activ	TRPC6 act	ANO1 block	RGS4 pot	RGS4 block	SKKanGAS inh	MrgX1 antagonist	MrgX1 ag
COCC1CCCN(C(=O)c2cc(COc3ccc4ncccc4c3)on2)C1 (stereo not drawn)	-6	i	i	i	i	i	i	i	-17	i	i
CN(Cc1cccs1)C(=O)COc1ccc(-c2nnco2)cc1	/	i	i	i	i	i	i	i	-3	i	i
Cc1ccccc1CN1CCN(Cc2ccc3cccc(F)c3n2)CC1CCO (stereo not drawn)	-2	i	i	i	i	i	i	i	-5	i	i
COc1ccc(-c2noc(CN3CCCC(OCc4ccccn4)C3)n2)cc1 (stereo not drawn)	/	i	i	i	i	i	i	i	-2	i	i
Cc1c(C)n(Cc2ccccc2)c2ncnc(N)c12	3	i	i	i	i	i	i	i	4	i	i
Clc1ccc(Sc2ccccn2)cc1	-6	i	i	i	i	i	i	i	3	i	i
COc1cc(OC)cc(C(=O)Nc2nnc(SCC(=O)NCC3CCCO3)s2)c1 (stereo not drawn)	4	i	i	i	i	i	i	i	15	i	i
O=C(Nc1ccc2c(c1)OCCO2)C(=S)NCc1ccccc1	-3	i	i	i	i	i	i	i	4	i	i
O=C(CNCc1ccccc1Cl)NCc1ccco1	7	i	i	i	i	i	i	i	4	i	i
CC(=O)Nc1ccc(/C=C/c2nc(-c3ccccc3O)n[nH]2)cc1	7	i	i	i	i	i	i	i	3	i	i
COc1ccc(C2NC(=S)NC3=C2CCc2ccccc23)cc1OC (stereo not drawn)	-1	i	i	i	i	i	i	i	5	i	i
C=CCn1c(Cc2cccs2)nnc1SCC(=O)NCc1ccco1	3	i	i	i	i	i	i	i	0	i	i
CC(=O)c1cnc(-c2ccccn2)s1	-4	i	i	i	i	i	i	i	-2	i	i
OCCN(Cc1ccccc1)Cc1ccccc1Cl	-1	i	i	i	i	i	i	i	-5	i	i
O=C(Cc1nc2ccccc2[nH]1)c1ccc(Cl)cc1	5	i	i	i	i	i	i	i	28	i	i
Cc1cc(C)cc(OC(=O)C23CCC(C)(C(=O)O2)C3(C)C)c1 (stereo not drawn)	0	i	i	i	i	i	i	i	-2	i	i
Cc1cccc(Oc2c([N+](=O)[O-])c(=O)n(C)c3ccccc23)c1	12	i	i	i	i	i	i	i	6	i	i
COc1ccccc1NS(=O)(=O)c1ccc(NC(=O)Cc2cccs2)cc1	?	i	i	i	i	i	i	i	-5	i	i
CCOc1ccccc1CN1CCC(n2nccc2NC(=O)C2CCCC2)CC1	0	i	i	i	i	i	i	i	-1	i	i
O=C(Cc1ccc(S(=O)(=O)N2CCOCC2)s1)N1CCN(S(=O)(=O)c2cccc(Cl)c2)CC1	/	i	i	i	i	i	i	i	-6	i	i
CCN(CCn1cccn1)C(=O)CC1C(=O)NCCN1Cc1ccc(F)c(F)c1 (stereo not drawn)	5	i	i	i	i	i	i	i	-2	i	i
COc1cccc(CNC(=O)Cc2ccc(S(=O)(=O)N3CCOCC3)s2)c1	1	i	i	i	i	i	i	i	-13	i	i
COc1ccc(S(=O)(=O)NCc2cc(-c3ccccc3Cl)no2)cc1	1	i	i	i	i	i	i	i	1	i	i
O=c1c(-c2ccccc2Cl)coc2c(CN3CCCCC3)c(O)ccc12	-34	i	i	i	i	i	i	i	2	i	i
O=C(Nc1ncc(C(F)(F)F)cc1Cl)C1COc2ccccc2O1 (stereo not drawn)	1	i	i	i	i	i	i	i	-5	i	i
CCc1ccc(N2CC(C(=O)N/N=C/c3ccccc3)CC2=O)cc1 (stereo not drawn)	2	i	i	i	i	i	i	i	3	i	i
COC(=O)C1=C(C(=O)OC)[C@@H]2N(C)c3ccccc3[C@@]23C[C@@H](C(=O)OC)N(C(=O)COCc2ccccc2)C3=N1	1	i	i	i	i	i	i	i	4	i	i
COc1ccc(/C(O)=C2/C(=O)C(=O)N(c3ccccn3)C2c2ccc(OC)c(OC)c2)cc1 (stereo not drawn)	0	i	i	i	i	i	i	i	1	i	i
Cc1cc(-c2nnc(CCC(=O)N(CC3CCC3)CC3CCCO3)o2)no1 (stereo not drawn)	7	i	i	i	i	i	i	i	-1	i	i
COc1ccc(OC)c(Nc2ccc(Nc3cc(OC)ccc3OC)nn2)c1	21	i	i	i	i	i	i	i	4	i	i
COc1ccc(Cl)cc1NC(=O)CN(C)C(=O)c1cc2ccccc2cc1OC	8	i	i	i	i	i	i	i	-2	i	i
Cc1c(C(=O)NC2=NCCS2)oc2ccccc12	13	i	i	i	i	i	i	i	0	i	i
Cc1ccc(NC(=O)COc2ccc(/C=N/NC(=O)CSCc3ccccc3)cc2)cc1	3	i	i	i	i	i	i	i	22	i	i
CCOC(=O)C1(Cc2cccc(Cl)c2)CCCN(C(=O)c2cc(CC)on2)C1 (stereo not drawn)	-6	i	i	i	i	i	i	i	3	i	i
O=C(CCN1CCc2ccccc2C1)c1ccc2c(c1)OCCO2	3	i	i	i	i	i	i	6.7*	4	i	i
Cc1c(C(=O)N2CCCC2)nnn1-c1nonc1N	7	i	i	i	i	i	i	i	10	i	i
OCC[C@H]1C[C@@H](O)[C@H](O)[C@@]2(CCCO2)O1	-3	i	i	i	i	i	i	i	7	i	i
O=C(N/N=C/c1cc2cc3c(cc2nc1Cl)OCO3)c1ccncc1	1	i	i	i	i	i	i	7.8*	-1	i	i
O=C(CSc1nnc(NC(=O)c2c(F)cccc2F)s1)NCc1ccco1	2	i	i	i	i	i	i	i	-2	i	i
Cc1ccc(CNCC(O)(c2ccccc2)c2ccc(Cl)cc2)cc1 (stereo not drawn)	/	i	/	i	i	/	i	i	9	/	/
CN1CCN(S(=O)(=O)c2cccc(C(=O)Nc3cc(C(F)(F)F)ccc3N3CCCC3)c2)CC1	/	i	i	i	i	i	i	i	20	i	i
O=C(NC(C(=O)N/N=C/c1ccccc1)c1n[nH]c(=O)c2ccccc12)c1ccccc1 (stereo not drawn)	12	i	i	i	i	i	i	i	7	i	i
CCCCOc1cccc(C2C(C(=O)c3ccc(C)o3)=C(O)C(=O)N2Cc2ccco2)c1 (stereo not drawn)	4	i	i	i	i	i	i	i	/	i	i
COC(=O)c1cc(S(=O)(=O)NCc2ccc(S(N)(=O)=O)cc2)oc1C	-9	i	i	i	i	i	i	i	-3	i	i
CCOCCn1c(=NC(=O)/C=C/c2ccccc2Cl)sc2cc(NC(C)=O)ccc21	-4	i	i	i	i	i	i	i	-8	i	i
CCc1ccc(-c2nc(CS(=O)CC(=O)NCc3ccco3)c(C)o2)cc1 (stereo not drawn)	-5	i	i	i	i	i	i	i	-5	i	i
Cc1ccc(OCC(=O)Nc2cccc(S(=O)(=O)N3CCOCC3)c2)c([N+](=O)[O-])n1	6	i	i	i	i	i	i	i	21	i	i
Cc1ccc(C)c(-n2c(N)c(C(N)=O)sc2=S)c1	1	i	i	i	i	i	i	i	-3	i	i
COc1ccc(Br)cc1CNC(=O)C1CCN(c2nnc(N3CCCC3=O)s2)CC1	3	i	i	i	i	i	i	i	44	i	i
Cc1cc(C)cc(N2C(=O)C3CCCN3C2=S)c1 (stereo not drawn)	4	i	i	i	i	i	i	i	-2	i	i
Cc1cc(C)nc(NC(=O)c2ccc(Cl)c(Cl)c2)n1	2	i	i	i	i	i	i	i	-3	i	i
COC(=O)CSc1nnc(SCc2ccccc2)s1	0	i	i	i	i	i	i	i	-4	i	i
COc1ccc(C(=O)O/N=C(\C)c2cnccn2)cc1	7	i	i	i	i	i	i	i	-1	i	i
Cc1cccc(Nc2nc(NCCO)nc(N3CCCC3)n2)c1	0	i	i	i	i	i	i	i	-3	i	i
O=C(NCCCc1ccccc1)c1cccc([N+](=O)[O-])c1	2	i	i	i	i	i	i	i	-8	i	i
